Assay outcomes (PubChem BioAssay)
B2AR arrestin: qHTS assay of beta-arrestin-biased ligands of beta2-adrenergic receptor; Beta-2 adrenergic receptor (Homo sapiens), P07550; Potency, µM (series often up to 46.1 µM), for inactives: at the top dose activation, usual class: activators; beta-arrestin recruitment to beta2AR, cell-based reporter; 0.02% of 330,000 active;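 note: potency is the fitted concentration of half-maximal effect; 0% = DMSO controls and full agonism = EC100 isoproterenol or metaproterenol; nearly all actives have a fitted effect of over 65% in size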
GALK inh: qHTS Assay for Inhibitors of Human Galactokinase (GALK). 0.007% of 270,000 active. Potency, µM (highest dose often 57.5 µM), for the others: top-dose activity change, negative = inhibition, most hits filed as inhibitors. Purified GALK, Kinase-Glo residual ATP luminescence; note: potency is the fitted concentration of half-maximal effect
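Luminescence from leftover ATP (Ultra-Glo luciferase/luciferin) served as read-out after a 1 h room-temperature reaction of 5 nM GALK with 35 uM ATP and 100 uM galactose.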
FBPA coupling cs: qHTS Assay for Inhibitors of Fructose-1,6-bisphosphate Aldolase from Giardia Lamblia: Coupling assay counterscreen | coupling enzyme system counterscreen, AmpLite Red fluorescence | activity change, negative = inhibition, % at 58.2 µM, hits read low | 0.67% of 290,000 active | AID 2472, 2010; in the data active = activity change below about -30%
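Counterscreen of the coupled detection system alone, without aldolase: glyceraldehyde-3-phosphate coupling enzymes plus AmpLite Red readout. Compounds at 57.5 uM final, 10 min RT preincubation, 20 min RT reaction, fluorescence 525/598 nm.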
Chronic BCR inh: qHTS Assay to Find Inhibitors of Chronic Active B-Cell Receptor Signaling; 0.05% of 340,000 active; Potency, µM (highest dose often 46.1 µM), inactives show top-dose ratio change, negative = lower green/red ratio, most hits filed as inhibitors; ABC-DLBCL IkBa-CBG/CBR reporter, luminescence ratio, 4 h; active = well fitted inhibition curve with a large enough effect in the signal ratio, with a control signal flat, not every such curve was filed as active; inconclusive = small, poorly fitted or top-dose-only effect, or effect the other way, or a change in a side signal; the % refers to the signal ratio;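 note: potency is the fitted concentration of half-maximal effect; plate controls were basal doxycycline-induced cells for no effect and cells given 10 µM MG132 for full effect; MG132 reads +100%, hits lower the ratio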
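Concentration-response series (up to 46 uM) were applied to TMD8 dual-reporter cells for 4 h at 37C with doxycycline. Green/red ratio, after filter-overlap correction, defined %Activity; red signal alone was normalised to basal cells and zero luminescence.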
Eya2 phos inh: qHTS Assay for Inhibitors of the Phosphatase Activity of Eya2 | recombinant Eya2, OMFP fluorescence dephosphorylation (OMFP is methylfluorescein phosphate) | Potency, µM (series often up to 76.9 µM), without a hit: top-dose activity, negative = inhibition, most hits filed as inhibitors | 0.006% of 330,000 active | Protein phosphatase EYA2 (Homo sapiens), O00167; note: potency is the fitted concentration of half-maximal effect
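Eya2 protein (added as 0.2 uM solution) was preincubated with compound for 10 min at ambient temperature in 50 mM HEPES pH 7.5, 50 mM NaCl, 5 uM MgCl2, 0.05% BSA, 1 mM DTT. OMFP (added at 50 uM) then reacted 10 min; fluorescence read at 485/525 nm.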
hERG WT inh: qHTS for Inhibitors of KCHN2 3.1: Wildtype qHTS | AID 720551, 2013 | Voltage-gated inwardly rectifying potassium channel KCNH2 (Homo sapiens), Q12809 | 0.37% of 340,000 active | activity change, % at 1.84 µM | U2OS, BacMam KCNH2, thallium flux FluxOr; active compounds read low;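 active = maximum activity change below -70%; inconclusive = maximum activity change between -70% and -50%; inactive = maximum activity change above -50%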
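U2OS cells transduced with wild-type KCNH2 virus are loaded with FluxOr dye for 45 min, and thallium flux is measured in kinetic reads before and after stimulation buffer. Rate constants are normalized to DMSO controls.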
USP2a block: qHTS Assay for Inhibitors of Ubiquitin-specific Protease USP2a Using CHOP2 as the Reporter; USP2 core, Ub-CHOP2 coupled fluorogenic reporter, 485/531; Potency, µM (highest dose often 38.3 µM), for inactives: at the highest dose activity change, negative = inhibition, hits mostly inhibitors; 0.01% of 330,000 active;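 note: potency is the fitted concentration of half-maximal effect; plate controls were DMSO wells for no effect and full inhibition by NEM control for full effect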
Target sequence (O75604 whole entry, looked up): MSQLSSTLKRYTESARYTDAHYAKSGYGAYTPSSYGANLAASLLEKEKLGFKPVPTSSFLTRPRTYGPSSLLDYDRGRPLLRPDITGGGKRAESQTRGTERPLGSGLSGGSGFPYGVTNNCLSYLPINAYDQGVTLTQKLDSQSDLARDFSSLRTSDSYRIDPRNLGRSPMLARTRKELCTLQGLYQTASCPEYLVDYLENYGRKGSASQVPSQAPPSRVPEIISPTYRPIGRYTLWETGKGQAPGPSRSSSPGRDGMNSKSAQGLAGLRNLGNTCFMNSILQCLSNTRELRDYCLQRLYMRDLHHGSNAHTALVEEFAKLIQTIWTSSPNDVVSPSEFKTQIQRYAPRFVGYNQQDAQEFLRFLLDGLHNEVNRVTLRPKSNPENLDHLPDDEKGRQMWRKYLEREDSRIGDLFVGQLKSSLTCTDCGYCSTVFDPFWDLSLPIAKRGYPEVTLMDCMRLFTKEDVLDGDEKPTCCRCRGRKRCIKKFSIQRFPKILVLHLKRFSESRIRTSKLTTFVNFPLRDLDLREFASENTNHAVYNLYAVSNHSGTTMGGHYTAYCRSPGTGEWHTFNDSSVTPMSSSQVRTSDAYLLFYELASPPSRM
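USP2 core (10nM final) preincubated 30min RT with compound in 20mM Tris-HCl pH 8.0, 2mM CaCl2, 2mM beta-mercaptoethanol, 0.05% CHAPS; 25nM Ub-CHOP2 plus 25nM reporter substrate added, fluorescence (Ex485/Em531) read after 60min.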
Giardia kill: Small Molecules that selectively kill Giardia lamblia: qHTS | Giardia lamblia trophozoite viability | activity change, % at 7.66 µM, hits read low | 0.15% of 340,000 active | AID 540267, 2011; in the data active = activity change below about -80%; inconclusive = between about -30% and that limit;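 note: parasites exposed to compound for two days anaerobically before the ATP read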
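Anaerobic 48 hrs incubation at 37 deg C of 100 trophozoites/well with test compounds; ATPLite 1-Step luminescence, 15-30 min RT, reports cellular ATP as viability.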
PKM2 act: qHTS Assay for Activators of Human Muscle isoform 2 Pyruvate Kinase; purified PKM2, Kinase-Glo ATP luminescence, activation; response scale: 0% is enzyme alone, no compound; Pyruvate kinase PKM (Homo sapiens), P14618; Potency, µM (series often up to 57.5 µM), for the others: at the top dose activation, most hits filed as activators; 0.34% of 260,000 active; note: potency is the fitted concentration of half-maximal effect; nearly all actives have a fitted effect of over 55% in size
Target sequence (P14618 whole entry, looked up, canonical isoform): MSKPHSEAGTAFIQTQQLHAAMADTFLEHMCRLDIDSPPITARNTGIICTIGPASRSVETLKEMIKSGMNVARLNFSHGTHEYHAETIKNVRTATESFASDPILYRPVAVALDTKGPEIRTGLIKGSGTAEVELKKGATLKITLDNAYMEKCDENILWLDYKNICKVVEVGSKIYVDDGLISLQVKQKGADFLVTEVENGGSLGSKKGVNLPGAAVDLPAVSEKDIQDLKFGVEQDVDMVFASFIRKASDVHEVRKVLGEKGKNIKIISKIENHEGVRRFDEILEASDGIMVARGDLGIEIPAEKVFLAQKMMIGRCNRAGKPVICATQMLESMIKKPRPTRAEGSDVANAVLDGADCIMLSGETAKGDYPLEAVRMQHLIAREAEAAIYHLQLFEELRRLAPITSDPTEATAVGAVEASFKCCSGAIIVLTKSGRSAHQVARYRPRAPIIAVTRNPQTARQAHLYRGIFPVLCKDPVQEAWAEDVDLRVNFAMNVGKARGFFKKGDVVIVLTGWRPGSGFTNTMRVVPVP
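hPK-M2, >95% pure; 0.1 mM ADP / 0.5 mM PEP final; imidazole pH7.2 buffer w/ 7 mM MgCl2, 50 mM KCl; 1 h RT; Kinase-Glo lum. Intermediate enzyme activity for dual inhibitor/activator qHTS.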
uPA generation: qHTS for Inhibitors of Cell Surface uPA Generation; 0.31% of 330,000 active; Potency, µM (doses to about 38.3 µM), without a hit: at the highest dose activity change, negative = inhibition, usual class: inhibitors; cell surface uPA generation assay, qHTS; active = well fitted inhibition curve with a large enough effect; inconclusive = small, poorly fitted or top-dose-only effect; inactive = no such curve, though single readings can be large or run the other way; tested in mouse RAW 264.7 cells; note: potency is the fitted concentration of half-maximal effect; nearly all actives have a fitted effect of over 55% in size
KCNH2 3.1 block: qHTS for Inhibitors of KCHN2 3.1: Mutant qHTS. activity change, % (tested at about 1.8 µM). Potassium voltage-gated channel subfamily H member 2, brain isoform KCNH2 3.1 (human). 0.95% of 340,000 active. U2OS KCNH2 3.1, thallium flux FluxOr; active compounds read low;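 active = maximum activity change below -70%; inconclusive = maximum activity change from -70% to -50%; inactive = maximum activity change above -50%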;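 note: thallium influx rate constant from kinetic fluorescence after stimulation buffer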
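Thallium flux read-out: FluxOr dye with Red40 quencher in HBSS/HEPES, 45 min at RT. Rate constants from kinetic reads were normalized to positive and negative DMSO controls. Cells: U2OS virally expressing the 3.1 isoform.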
* hit, by the source's call; i = inactive; ? = inconclusive; · = no result given; [ ] = remark or other dose. Unless noted, calls come from the whole dose curve; as a rule, active = well fitted curve in the direction sought with a large enough effect; inconclusive = small, poorly fitted or top-dose-only effect, or another doubt; inactive = no such curve, though single readings can be large; an effect the other way counts as inactive or inconclusive. Unless noted, % is set by controls: 0 for no effect and ±100 for the full control effect.

Below each SMILES: B2AR arrestin, GALK inh, FBPA coupling cs, Chronic BCR inh, Eya2 phos inh, hERG WT inh, USP2a block, Giardia kill, PKM2 act, uPA generation, KCNH2 3.1 block
[1] CCCCOCCCNC(=O)N[C@H](C(=O)O)C(C)CC (stereo partly specified)
  -0.2%, 10%, -1, -9%, 5%, -5, -1%, -23, -9%, 5%, -1
[2] Cc1cccc(NC(=O)CN2CCOCC2)c1C
  -1.0%, -3%, 2, 0%, 2%, 3, -1%, 34[activator], 1%, 9%, 35
[3] CSc1nc(N(C)CCO)c2sc3nc(-c4ccco4)c4c(c3c2n1)CCC4
  0.2%, 1%, 0, 13%, -16%, -4, 0%, 11, 15%, ·, -11
[4] OCC1(Cc2cccc(Cl)c2)CCCN(Cc2ccc3cc(F)ccc3n2)C1 (stereo unspecified)
  -0.2%, 1%, -1, 5%, -1%, i, 1%, 27, -7%, 1%, 0
[5] CCc1nc2ccc(C(=O)Nc3nnc(C)s3)cc2nc1CC
  -0.7%, 1%, 4, 6%, -16%, -5, 0%, -3, 24%, 0%, -6
[6] Cc1cccc(NS(=O)(=O)c2cccc(C(=O)NCc3ccccc3CN3CCOCC3)c2)c1
  -0.1%, ·, ·, 0%, 6%, 12, -6%, -8, ·, 1%, -3
[7] COC(=O)c1ccc(C(=O)OC)c(NC(=O)CSc2cccc[n+]2[O-])c1
  5µM*, -1%, -3, ?, 1%, -2, -5%, -5, ?, -58%, -10
[8] CCOc1ccc2[nH]c(=O)c(CN(Cc3ccco3)C(=O)c3ccc(Br)cc3)cc2c1
  -0.4%, 1%, 0, -4%, 12%, -7, -1%, 0, -4%, -7%, -16
[9] Cc1ccc2nc(-c3ccc(SCC(=O)Nc4cc(C)on4)nc3)[nH]c2c1
  0.5%, 1%, 0, ?, -11%, 3, 3%, -15, 21%, -2%, 3
[10] CCN(CC)C(=O)C1CCCN(c2ccc([N+](=O)[O-])cc2/C=N/NC(=O)c2ccc([N+](=O)[O-])cc2)C1 (stereo unspecified)
  -0.1%, -4%, 2, 7%, 5%, 1, 1%, -21, -3%, -3%, 4

Quoted from the listing, 3 compounds:
Below each SMILES: B2AR arrestin, GALK inh, FBPA coupling cs, Chronic BCR inh, Eya2 phos inh, hERG WT inh, USP2a block, Giardia kill, PKM2 act, uPA generation, KCNH2 3.1 block
[8] CCOc1ccc2[nH]c(=O)c(CN(Cc3ccco3)C(=O)c3ccc(Br)cc3)cc2c1
  -0.4%, 1%, 0, -4%, 12%, -7, -1%, 0, -4%, -7%, -16
[9] Cc1ccc2nc(-c3ccc(SCC(=O)Nc4cc(C)on4)nc3)[nH]c2c1
  0.5%, 1%, 0, ?, -11%, 3, 3%, -15, 21%, -2%, 3
[10] CCN(CC)C(=O)C1CCCN(c2ccc([N+](=O)[O-])cc2/C=N/NC(=O)c2ccc([N+](=O)[O-])cc2)C1 (stereo unspecified)
  -0.1%, -4%, 2, 7%, 5%, 1, 1%, -21, -3%, -3%, 4

Additional compounds follow.
Below each SMILES: B2AR arrestin, GALK inh, FBPA coupling cs, Chronic BCR inh, Eya2 phos inh, hERG WT inh, USP2a block, Giardia kill, PKM2 act, uPA generation, KCNH2 3.1 block
[11] O=C(NN=C1CCCCC1)c1ccccc1OCc1ccc(F)cc1
  -1.1%, 4%, 0, ?, 0%, -7, -1%, -26, -2%, 6%, -10
[12] Cc1nn(Cc2ccccc2)c(Cl)c1/C=C/C(=O)OCC(=O)NC(C)C(C)C (stereo unspecified)
  -0.1%, 11%, -2, ?, 4%, -10, -1%, 18, -5%, -14%, 0
[13] CCCCOc1ccc(C(=O)Nn2cnnc2)cc1
  0.1%, 0%, 0, ?, 27%, -4, 2%, -5, -2%, ·, -19
[14] Cc1nnc(SCC(=O)NC2CC2)s1
  -0.1%, -5%, ·, -2%, -4%, 4, 3%, -5, 2%, 2%, 2
[15] CC(C)C[C@H](N)c1nnc(S(=O)(=O)Cc2cccc(F)c2)o1
  -0.1%, -3%, 3, ?, -9%, 23, -7%, -7, 12%, ?, 7
[16] O=C(CSc1nnc(NC(=O)c2cccc(F)c2)s1)NC1CC1
  -0.3%, 16%, -3, -1%, 8%, -5, 1%, -6, -9%, 3%, 10
[17] COC(=O)CN1C(=O)COc2ccc(S(=O)(=O)NCc3ccc(F)cc3)cc21
  -0.6%, 7%, -3, -1%, 17%, 2, 0%, 21, ·, -1%, 7
[18] COCCNC(=S)N(CCc1c(C)[nH]c2ccc(Cl)cc12)Cc1cccs1
  -0.3%, -3%, -1, ?, -11%, -2, -4%, 2, 4%, 18%, -11
[19] COc1cc(-c2cc(C(F)(F)F)n3ncc(C(=O)O)c3n2)cc(OC)c1OC
  0.3%, 1%, 4, 0%, -3%, -5, 0%, -3, 0%, -2%, 2
[20] Cn1c(SCC(=O)NNC(=O)c2ccccc2O)nnc1-c1ccccc1
  0.0%, 0%, 12, -12%, -8%, 3, 0%, 14, ·, 1%, -8
[21] COc1cc(OC)c(C(=O)CCC(=O)O)cc1OC
  -0.8%, 1%, 2, -1%, 5%, -3, 1%, 1, -6%, 3%, -22
[22] CCCC(=O)N=c1sc2cccc(F)c2n1C
  1.0%, 3%, -1, -1%, 5%, 2, 4%, 3, -10%, 1%, 2
[23] COc1ccc(-c2nnc3ccc(SCC(=O)Nc4nc5ccc(C)cc5s4)nn23)cc1OC
  -0.1%, -1%, 3, -17%, -1%, -3, 4%, -10, ?, 0%, -5
[24] O=C1CN(C(=O)CSc2nnc3ccccn23)c2ccccc2N1
  -0.3%, 0%, 2, -6%, -1%, -14, 0%, -2, -2%, 5%, -27
[25] CCN(CC)S(=O)(=O)c1ccc(NC(=O)COC(=O)c2ccc(NC(=O)CC#N)cc2)cc1
  -0.4%, 6%, -2, ?, -4%, -5, -2%, -2, 6%, 14%, -4
[26] CN1CCC=C(C(=O)N2c3ccccc3Sc3ccc(Cl)cc32)C1
  0.0%, 1%, -8, ?, 8%, -5, -4%, 6, -4%, -8%, -9
[27] CCOC(=O)/C(C)=N/NC(=O)c1cccc([N+](=O)[O-])c1
  -0.8%, -2%, 0, 1%, -21%, -6, 1%, 12, -2%, -2%, -26
[28] CCCOC1CCCN(Cc2nc(-c3cnccn3)no2)C1 (stereo unspecified)
  -0.1%, -1%, 3, 3%, 6%, 9, 9%, -20, -1%, 3%, 2
[29] CCOc1ccc(OCC)c(NC(=O)C2CCCN(S(=O)(=O)c3c(C)n[nH]c3C)C2)c1 (stereo unspecified)
  0.1%, 0%, -5, -2%, 3%, -7, 1%, 17, -12%, -5%, -1
[30] C(=N\n1cnnc1)/c1nc2ccccc2[nH]1
  -0.2%, -1%, -1, -1%, -3%, -4, -1%, -2, 10%, 2%, 0

Further structures follow.
# | molecule | B2AR arrestin | GALK inh | FBPA coupling cs | Chronic BCR inh | Eya2 phos inh | hERG WT inh | USP2a block | Giardia kill | PKM2 act | uPA generation | KCNH2 3.1 block
31 | CCN(Cc1ccccc1)C(=O)C1CCN(CC2CC=CCC2)CC1 (stereo unspecified) | -0.6% | 2% | -2 | 1% | 3% | 13 | 4% | 13 | 2% | 1% | 9
32 | COc1ccc(CCn2c(=N)c(C(=O)NC3CCCC3)cc3c(=O)n4cccc(C)c4nc32)cc1 | -0.4% | 6% | · | -3% | -3% | -16 | 2% | -1 | · | -8% | -27
33 | CCSCCOC(=O)C1=C(C)NC(=O)NC1c1cccc(OC)c1OC (stereo unspecified) | -0.6% | 2% | 1 | -4% | -2% | -14 | 0% | 3 | 0% | 1% | 0
34 | COc1ccc(C2NC(=O)NC(C)=C2[N+](=O)[O-])cc1OC (stereo unspecified) | 0.1% | -2% | 0 | ? | 12% | ? | 3% | -8 | -1% | -12% | 1
35 | CCOC(=O)NC(=O)COC(=O)CNC(=O)c1ccc(OCC)c(OCC)c1 | 0.0% | 6% | -1 | -8% | -1% | -3 | 4% | -6 | -15% | 0% | 1
36 | COC(=O)[C@H](CCSC)NC(=O)NCCc1ccccc1F | 0.0% | -1% | 0 | ? | 8% | 8 | -1% | 10 | 2% | · | -8
37 | Cc1cc(C)nc(N2CCC(C(=O)NCc3cccc(C(F)(F)F)c3)CC2)n1 | 0.1% | 0% | -1 | 2% | 9% | 3 | -1% | -14 | 2% | -2% | 2
38 | COc1ccc(OC)c(C2C3=C(CCCC3=O)Nc3c2c(=O)n(C)c(=O)n3C)c1 (stereo unspecified) | 0.0% | -1% | -7 | -1% | 7% | 4 | 2% | 0 | 1% | -2% | 27
